FBPA Giardia inh – inhibitors of Giardia lamblia fructose-1,6-bisphosphate aldolase; A8B2U2; purified Giardia FBPA; Potency, µM (doses to about 59.6 µM), inactives show at the highest dose activity, negative = inhibition, usual class: inhibitors; actives 0.71% (n = 290,000); further: potency means the concentration at half of the fitted maximal effect; on the % scale 0 is the no-effect control and ±100 the full control effect; nearly all actives have a fitted effect of over 55% in size
Target sequence (A8B2U2 whole entry, looked up): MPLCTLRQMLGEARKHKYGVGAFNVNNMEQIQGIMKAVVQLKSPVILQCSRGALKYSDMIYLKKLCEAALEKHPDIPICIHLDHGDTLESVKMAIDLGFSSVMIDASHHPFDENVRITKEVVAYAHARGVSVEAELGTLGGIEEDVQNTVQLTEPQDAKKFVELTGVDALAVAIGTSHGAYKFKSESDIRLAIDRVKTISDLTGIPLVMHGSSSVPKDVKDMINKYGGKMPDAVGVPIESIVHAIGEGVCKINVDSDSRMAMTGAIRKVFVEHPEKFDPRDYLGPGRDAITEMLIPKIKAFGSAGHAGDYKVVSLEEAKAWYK
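40 nM FBPA preincubated 10 min at RT with compound (up to 57.5 uM final), then substrate plus GAPDH/TPI/NAD/arsenate coupling and diaphorase/resazurin added. Fluorescence read after 20 min at RT, 525/598 nm.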
HCV inhibitor – blocks hepatitis C virus; Huh7.5.1 HCVcc-Cre infection, luciferase reporter, 44 h; Potency, µM (doses to about 41.8 µM), for inactives: at the highest dose activity change, negative = inhibition, hits mostly inhibitors; actives 3.4% (n = 340,000); further: potency means the concentration at half of the fitted maximal effect; on the % scale 0 is the no-effect control and ±100 the full control effect
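1,000 cells/well; 4 h culture; + compound; + HCVcc-Cre (~0.5 moi); 44 h; luciferase substrate, RT 15 min; read 15 sec.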
CHX counter – counter-screen for Shiga toxin inhibitors: cycloheximide protein synthesis inhibition; AID 2314; max response, %; actives 12% (n = 300,000); cell reporter, cycloheximide protein synthesis inhibition counterscreen; in the data active means max response mostly above about 13%, no sharp cut-off; inactive means mostly below about 14%; further: read at 38.3 µM for the half of the compounds with a filed dose; 0% is about no effect
Shiga toxin inh – inhibitors of Shiga toxin in Vero cells; inhibition, % at 38.7 µM; Vero cells, Shiga toxin protein synthesis inhibition reporter; actives 9.2% (n = 290,000); in the data active means inhibition mostly above about 28%, no sharp cut-off; inactive means mostly below about 43%; further: 0% is about no effect
Pf growth 48h – P. falciparum growth inhibition at 48 hours (one generation); P. falciparum luciferase growth in erythrocytes, 48 h; Potency, µM (titrated, usually from 28.7 µM), inactives show at the top dose activity change, negative = inhibition, usual class: inhibitors; actives 5.9% (n = 310,000); further: potency means the concentration at half of the fitted maximal effect; on the % scale 0 is the no-effect control and ±100 the full control effect
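Read-out is firefly luciferase luminescence from an integrated reporter in P. falciparum, so falling signal marks reduced parasite growth. Infected erythrocytes were at 2% hematocrit and 0.1% parasitemia (final) in Albumax-supplemented RPMI 1640.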
Pf growth 96h – inhibits malaria parasite growth, 96 h | P. falciparum luciferase reporter growth, 96 h | actives 6.9% (n = 320,000) | Potency, µM (titrated, usually from 28.7 µM), without a hit: top-dose activity change, negative = inhibition, hits mostly inhibitors; further: potency means the concentration at half of the fitted maximal effect; on the % scale 0 is the no-effect control and ±100 the full control effect
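Two-generation exposure (96 h) targets delayed-death phenotype. Reporter parasites carrying integrated firefly luciferase, in red cells at 2% hematocrit and 0.05% parasitemia final, kept at 37 C, 5% CO2; luminescence loss indicates inhibition.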
Starred values were filed as active, the others as inactive; ? = inconclusive; · = not tested or not shown; [ ] = dose if it differs, or a comment. Unless noted, the call rests on the fitted dose curve; in most records, active means well fitted curve in the direction sought with a large enough effect; inconclusive means small, poorly fitted or top-dose-only effect, or another doubt; inactive means no such curve, though single readings can be large; an effect the other way counts as inactive or inconclusive.

SMILES	FBPA Giardia inh	HCV inhibitor	CHX counter	Shiga toxin inh	Pf growth 48h	Pf growth 96h
COc1ccc(COCC(O)CN(Cc2ccccc2)C(C)C)cc1OC (stereo unspecified)	2%	-4%	-2	5	20%	10%
COc1ccc(NC(=O)c2cccc3ccccc23)cc1	-3%	-29%	20*	21	85%[activator]	?
COc1cccc(CN2CCN(C(=S)NCc3ccc(Cl)cc3)CC2)c1	-6%	?	-3	-12	-30%	9%
Oc1cccc(C(O)CNCc2ccc(-c3ccccc3)cc2)c1 (stereo unspecified)	-1%	?	-3	-6	-28%	5%
COc1ccc(OCCOc2ccc(S(=O)(=O)N3CCCC3)cc2[N+](=O)[O-])cc1	·	?	·	·	?	?
CCOc1ccc(C(C(=O)NC(C)(C)C)N(CCOC)C(=O)CCC(=O)Nc2nccs2)cc1 (stereo unspecified)	-4%	10%	7	-4	?	18%
Cc1ccc(-c2cc(-c3ccccc3)no2)c(O)c1	-1%	9%	43*	0	?	?
Cc1ccc2nc(C)c(C(=O)NN=C3CCN(C)CC3)n2c1	-18%	5%	-3	7	18%	-12%
Cc1ccc(C)c(NS(=O)(=O)c2ccc3[nH]c(=O)oc3c2)c1	14%	2%	2	9	5%	10%
Cc1cc(NC(=O)CCCSc2nc(-c3ccco3)cc(C(F)(F)F)n2)no1	2%	2%	-2	-10	-5%	·
COCC(C)NCc1cc(Br)ccc1OC (stereo unspecified)	?	25%	14	-4	4%	0%
Cc1cc(NC(=O)CSc2ccc3nnc(CCNC(=O)c4ccccc4)n3n2)no1	-3%	15%	-2	-6	0%	?
C/C(CC(=O)NCc1ccccc1)=N\NC(N)=S	?	8%	6	-4	?	?
Cc1cccc(/C=C/c2onc(C)c2S(=O)(=O)N2CCC(C(=O)N3CCC(C)CC3)CC2)c1	·	?	-3	-4	?	?
Cc1cc(C)n2cc(CSc3nnnn3C)nc2n1	0%	-8%	-2	19	4%	10%
COCC(=O)Nc1ccc(S(=O)(=O)NCCc2ccccc2)cc1	7%	-14%	-2	-2	3%	·
O=C(CSc1nnnn1C1CC1)Nc1cccc(S(=O)(=O)N2CCCC2)c1	·	-22%	·	·	?	?
O=C(NC(=S)Nc1ccc2c(c1)OCCO2)c1cccc(Br)c1	0%	-4%	74*	74*	258%[activator]	25%
CCOC(=O)C1CCN(C(=O)C(C)c2ccc([N+](=O)[O-])cc2)CC1 (stereo unspecified)	6%	13%	6	19	0%	-12%[5.75 µM]
CCc1ccc(NC(=O)C2C3C=CC(C4CC34)C2C(=O)O)cc1 (stereo unspecified)	0%	3%	14*	19	56%[activator]	70%[activator]
COC(=O)c1ccc(COC(=O)CNC(=O)c2ccc(-c3ccccc3)cc2)cc1	3%	-13%	68*	46*	1%	40%[activator]
Cc1ccc(O)c(NC(=O)c2cc(C)no2)c1	14%	-14%	1	38*	24%	55%[activator]
CCOc1cc(N2CCOCC2)c(OCC)cc1NC(=O)Cn1cnc2c(=O)n(C)c(=O)n(C)c21	-6%	17%	-4	-9	13%	26%
CCOC(=O)c1nncc(-c2ccccc2)n1	·	2%	·	·	33%[activator]	?
CCOc1ccc(N(CC(=O)Nc2c(C)n(C)n(-c3ccccc3)c2=O)S(=O)(=O)c2ccc(F)cc2)cc1	·	·	6	-9	-2%	?
SMILES	FBPA Giardia inh	HCV inhibitor	CHX counter	Shiga toxin inh	Pf growth 48h	Pf growth 96h
Cn1c(Nc2ccccc2)cc(=O)n(C)c1=O	4%	14%	-5	-6	-12%	12%
C/C(=N\N1CCN(c2ccc(Cl)cc2)CC1)c1cccc([N+](=O)[O-])c1	1%	?	-2	-6	-5%	4%
NC(=O)c1ccc(NC(=O)CCNC(=O)c2ccco2)cc1	3%	4%	-1	-2	19%	48%[activator]
N#Cc1nc(-c2cccs2)oc1NCc1ccccc1Cl	16%	-24%	18*	86*	-14%	·
C/C(=N/NC(=O)CN1CCN(Cc2ccccc2Cl)CC1)c1cccs1	6%	-1%	6	6	20%	52%[activator]
O=c1c2ccccc2nc2n1C(CSc1ccc(Cl)cc1)CN2 (stereo unspecified)	-14%	-18%	2	-9	43%[activator]	58%[activator]
COc1cccc(-c2noc(-c3cccnc3)n2)c1	4%	19%	34*	68*	250%[activator]	?
CCOC(=O)c1cc(NC(=O)Nc2ccc(OC)c(OC)c2)c(C)nc1C	-5%	-6%	-3	-2	?	·
Oc1ccc(C(=S)N2CCN(c3cccc(Cl)c3)CC2)cc1	3%	-11%	-1	3	-12%[5.75 µM]	31%[activator]
CCN1CCN(c2nc(Nc3ccccc3F)nc(N)c2[N+](=O)[O-])CC1	2%	6%	-5	5	67%[activator]	?
O=C(O)c1ccc(S(=O)(=O)N(Cc2ccccc2)C2CCCCC2)cc1	6%	11%	-1	-2	-4%	34%[activator]
NCc1oc(-c2ccccc2)cc1C(=O)O	2%	3%	-3	-18	13%	10%
CCC(CC)C(=O)Nc1ccc(C)c(O)c1	2%	13%	-3	-4	-1%	28%
O=C(O)CCN1C(=O)c2ccc(NC(=O)Cc3ccc(Cl)cc3)cc2C1=O	8%	12%	-4	-3	10%	?
COc1ccc(C2c3c(oc4ccc(C)cc4c3=O)C(=O)N2c2cc(C)ccn2)cc1OC (stereo unspecified)	-15%	11%	6	-1	15%	·
COCCNC(=O)CNC(c1ccccc1)c1ccccc1	20µM*	·	-3	3	9%	11%
O=C(NC1CCC(CC2CCC(NC(=O)C(Cl)Cl)CC2)CC1)C(Cl)Cl (stereo unspecified)	1%	2%	-1	·	29%	-2%
CCn1c(=O)cc(O)c2c(=O)n(C)c(=O)n(C)c21	-6%	9%	-3	-16	?	36%[activator]
C[N+]1(C2CCC3CCCC2C3O)CCCCC1 (stereo unspecified)	0%	-1%	-5	-13	-12%	38%[activator]
CCC(C)N1C(=O)CCC1C(=O)NCCc1ccc(Cl)cc1 (stereo unspecified)	13%	-1%	2	-6	15%	?
O=C(N/C(=C/c1cccnc1)C(=O)N1CCOCC1)c1ccco1	8%	10%	7	5	28%	12%
CC(=O)Nc1ccc(N(C(=O)c2ccco2)C(C(=O)NC2CCCC2)c2ccc(N(C)C)cc2)cc1 (stereo unspecified)	·	-2%	-4	-3	?	9%
O=C(COc1ccc(Cl)cc1)NNC(=O)c1ccncc1	·	10%	·	·	4%	19%
O=C(Cc1ccccc1)NC(=S)Nc1ccc2oc(-c3ccccc3)nc2c1	-3%	1%	2	16	63%[activator]	?
N/C(=N\OC(=O)c1cc(Cl)ccc1Cl)c1cccnc1	6%	2%	34*	56	·	?

A portion from further up:
SMILES	FBPA Giardia inh	HCV inhibitor	CHX counter	Shiga toxin inh	Pf growth 48h	Pf growth 96h
Cn1c(Nc2ccccc2)cc(=O)n(C)c1=O	4%	14%	-5	-6	-12%	12%
C/C(=N\N1CCN(c2ccc(Cl)cc2)CC1)c1cccc([N+](=O)[O-])c1	1%	?	-2	-6	-5%	4%
NC(=O)c1ccc(NC(=O)CCNC(=O)c2ccco2)cc1	3%	4%	-1	-2	19%	48%[activator]
N#Cc1nc(-c2cccs2)oc1NCc1ccccc1Cl	16%	-24%	18*	86*	-14%	·
C/C(=N/NC(=O)CN1CCN(Cc2ccccc2Cl)CC1)c1cccs1	6%	-1%	6	6	20%	52%[activator]
O=c1c2ccccc2nc2n1C(CSc1ccc(Cl)cc1)CN2 (stereo unspecified)	-14%	-18%	2	-9	43%[activator]	58%[activator]
COc1cccc(-c2noc(-c3cccnc3)n2)c1	4%	19%	34*	68*	250%[activator]	?
CCOC(=O)c1cc(NC(=O)Nc2ccc(OC)c(OC)c2)c(C)nc1C	-5%	-6%	-3	-2	?	·
Oc1ccc(C(=S)N2CCN(c3cccc(Cl)c3)CC2)cc1	3%	-11%	-1	3	-12%[5.75 µM]	31%[activator]
CCN1CCN(c2nc(Nc3ccccc3F)nc(N)c2[N+](=O)[O-])CC1	2%	6%	-5	5	67%[activator]	?
O=C(O)c1ccc(S(=O)(=O)N(Cc2ccccc2)C2CCCCC2)cc1	6%	11%	-1	-2	-4%	34%[activator]
NCc1oc(-c2ccccc2)cc1C(=O)O	2%	3%	-3	-18	13%	10%
CCC(CC)C(=O)Nc1ccc(C)c(O)c1	2%	13%	-3	-4	-1%	28%
O=C(O)CCN1C(=O)c2ccc(NC(=O)Cc3ccc(Cl)cc3)cc2C1=O	8%	12%	-4	-3	10%	?
COc1ccc(C2c3c(oc4ccc(C)cc4c3=O)C(=O)N2c2cc(C)ccn2)cc1OC (stereo unspecified)	-15%	11%	6	-1	15%	·
COCCNC(=O)CNC(c1ccccc1)c1ccccc1	20µM*	·	-3	3	9%	11%

Going on with the list.
SMILES	FBPA Giardia inh	HCV inhibitor	CHX counter	Shiga toxin inh	Pf growth 48h	Pf growth 96h
COc1ccccc1C(=O)NCCC(=O)NCC1COc2ccccc2O1 (stereo unspecified)	·	-1%	·	·	-13%	?
CN1CCC(N(C)S(=O)(=O)c2ccc(NC(=O)Cc3ccc(F)cc3)cc2)CC1	·	?	·	·	-4%	?
CCc1cccc2c1NC(=O)C2(O)CC(=O)c1cccs1 (stereo unspecified)	0%	-9%	-2	16	-14%	-3%
CCOC(=O)c1ccccc1NC(=S)N1CCC(N2CCCCC2)CC1	6%	?	-6	-17	-23%	106%[activator]
CCc1nnc(NC(=O)c2ccc(S(=O)(=O)N(CC)CC)cc2)s1	8%	-2%	-1	-11	10%	23%
Cc1cccc(OCC(=O)Nc2nnc(S(=O)(=O)N3CCCCCC3)s2)c1	0%	7%	1	-5	33%	12µM*
CC(=O)N/C(=N/c1nc(C)cc(C)n1)Nc1cc(C)cc(C)c1	-4%	15%	-2	25	·	?
COc1ccc(Cl)cc1/C=N/NC(=O)c1c(-c2ccccc2)noc1C	·	-26%	-2	-6	10%	?
CCN(CC)S(=O)(=O)c1ccc(NC(=O)COC(=O)c2cnc(C)cn2)cc1	-4%	1%	6	-7	4%	21%
Cc1cc(C)cc(N(CC(=O)Nc2c(C)n(C)n(-c3ccccc3)c2=O)S(C)(=O)=O)c1	2%	25%	2	17	0%	?
Cc1cccc(OCc2nc(-c3nonc3N)no2)c1C	-2%	-9%	56*	53*	63%[activator]	?
COc1cc(Nc2cc(C)nc3ncnn23)cc(OC)c1	-4%	5%	-2	9	8.3µM*	10%
CC1CN(C(=O)CCC(=O)NCc2cccnc2)c2ccccc2O1 (stereo unspecified)	1%	24%	1	-5	9%	24%
CC(C)c1ccccc1NC(=O)COC(=O)CNC(=O)c1ccc(Br)cc1	9%	18%	-1	-7	-3%	26%
CCOc1ccc2nc(SCc3ccc(C(=O)OC)o3)[nH]c2c1	-10%	-14%	28*	44*	40%[activator]	29%
COc1ccc(/C=C/C(=O)Oc2ccc(/C=N\NC(=O)c3ccc(F)cc3)cc2)cc1	8%	3%	-4	4	2%	0%
CCCCN1C(=O)C(=O)N(CC(=O)N2CCc3ccccc32)C1=O	·	2%	·	·	-12%	-9%
Cc1cc(NC(=O)c2ccccc2)ccc1NC(=O)c1ccccc1Cl	-5%	-7%	2	·	1%	-6%
Cc1noc(C)c1C(=O)N(C)Cc1ccccc1	3%	3%	-2	-5	33%[activator]	25%
Cc1c(Cl)cccc1NC(=O)CNc1ccccc1F	-1%	5%	14	2	5%	26%
O=C(NC1CC2CCCC(C1)N2S(=O)(=O)c1ccccc1)c1ccco1 (stereo unspecified)	-4%	3%	-5	-9	?	10%
O=C(NCCC1=CCCCC1)c1ccc2c(=O)n3c(nc2c1)CCCCC3	3%	?	19	54	·	232%[activator]
Fc1ccccc1/C=N/Nc1ncnc2nc[nH]c12	0%	3%[8.37 µM]	49*	139*	94%[activator]	18%
CCOc1ccc(OCC(=O)OC(C)C(=O)NC2CCCCC2C)cc1 (stereo unspecified)	·	15%	·	·	3%	-10%

Compounds were not picked by outcome (roughly 24% active in at least one column).
